# Bioassay records: PubChem, several laboratories
# Tb MetRS inh – Trypanosoma brucei MetRS inhibition. purified T. brucei MetRS, ATP depletion, Kinase-Glo luminescence. inhibition, % at 11.9 µM. 360,000 compounds, 0.4% hits. AID 624268;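 active means inhibition above a per-plate cutoff of the control wells' mean inhibition plus 3 SD, cut at about 5.5% in these data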;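 further: 0% = DMSO wells median and 100% = median of wells with control inhibitor compound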
#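 Assay system: T. brucei methionyl-tRNA synthetase, purified | Medium: HEPES buffer with MgCl2, KCl, DTT, spermine, BSA, pyrophosphatase | Compound: 11.9 µM single point | Incubation: 15 min enzyme-compound preincubation, 2 h reaction, 10 min detection, 25 °C | Measured by: Kinase-Glo luciferase luminescence reporting remaining unconsumed ATP | Measure: % inhibition normalized to control-well medians | Replication: Singlicate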
# Neddyl block – blocks human cullin neddylation | P61081+Q13564 | TR-FRET cullin neddylation, biochemical | calls only at 25 µM | 360,000 compounds, 0.58% hits; in the data active means inhibition above about 36%
# Target sequence (P61081 whole entry, looked up): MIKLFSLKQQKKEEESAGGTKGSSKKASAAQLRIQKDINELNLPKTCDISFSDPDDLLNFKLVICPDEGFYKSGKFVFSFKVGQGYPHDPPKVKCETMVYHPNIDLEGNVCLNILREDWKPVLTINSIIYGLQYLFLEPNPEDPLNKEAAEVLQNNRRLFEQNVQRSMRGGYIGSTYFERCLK
# Target sequence (Q13564 whole entry, looked up): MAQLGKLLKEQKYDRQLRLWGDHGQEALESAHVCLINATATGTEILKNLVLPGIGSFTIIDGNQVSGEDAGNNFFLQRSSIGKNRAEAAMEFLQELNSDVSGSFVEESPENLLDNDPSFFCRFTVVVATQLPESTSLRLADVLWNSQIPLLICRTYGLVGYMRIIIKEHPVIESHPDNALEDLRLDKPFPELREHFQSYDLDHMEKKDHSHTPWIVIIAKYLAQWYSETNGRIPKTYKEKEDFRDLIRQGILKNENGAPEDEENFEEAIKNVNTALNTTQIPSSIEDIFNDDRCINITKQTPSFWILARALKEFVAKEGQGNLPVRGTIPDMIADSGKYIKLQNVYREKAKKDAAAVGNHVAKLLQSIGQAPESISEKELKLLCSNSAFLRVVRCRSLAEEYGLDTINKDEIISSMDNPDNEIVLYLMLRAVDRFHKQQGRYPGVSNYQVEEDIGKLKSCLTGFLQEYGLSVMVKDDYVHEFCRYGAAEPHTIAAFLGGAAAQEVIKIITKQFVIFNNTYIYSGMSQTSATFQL
# LMPTP inh – blocks human LMPTP phosphatase. P24666. recombinant LMPTP-A, OMFP fluorogenic substrate, fluorescence intensity. inhibition, % at 20 µM. 360,000 compounds, 0.22% hits. AID 651560;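 active means compounds that cut the enzyme signal by at least half of the control window in the single-dose screen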;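 further: plate controls were DMSO wells with enzyme plus substrate for no effect and substrate without enzyme for full effect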
#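 Assay system: LMPTP-A phosphatase enzyme | Input: 0.625 nM enzyme | Also added: Fluorogenic phosphatase substrate OMFP at 400 µM final | Compound dosing: One test concentration per compound, 20 µM, with 3% DMSO overall | Schedule: 50 min enzyme reaction at room temperature, protected from light | Signal: Fluorescence intensity | Benchmarks: no-enzyme and uninhibited controls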
# SKN-1 inh – blocks SKN-1 activity in C. elegans; C. elegans VP596 Pgst-4::GFP/RFP ratio, acrylamide-induced, 24 h; inhibition, % at 21.8 µM; 360,000 compounds, 0.49% hits; AID 624304;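 active means interference check ratio from 0.5 to 1.5 plus GFP to RFP signal ratio inhibition reaching or exceeding a fixed threshold, cut at about 30% in these data, passing the limit was not always enough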; further: some compounds called inactive have numbers as strong as hits
# NadD inh – inhibitors of Staphylococcus aureus NadD | AID 602399 | purified NadD enzyme, colorimetric absorbance read-out | 360,000 compounds, 0.78% hits | inhibition, % at 20 µM; in the data active means inhibition above about 26%; further: some compounds past the cut are filed as inactive
# Scp-1 inhibitor – Scp-1 (human) phosphatase inhibition. inhibition, % at 20 µM. 340,000 compounds, 0.88% hits. AID 493091. Q9GZU7. Recombinant Scp1, phosphopeptide, malachite green phosphate absorbance;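 active means inhibition above about 50% at 20 µM, limit read from the data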;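 further: plate controls were DMSO wells with enzyme for no effect and wells lacking enzyme for full effect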
# Target sequence (Q9GZU7 76-261 limits assumed): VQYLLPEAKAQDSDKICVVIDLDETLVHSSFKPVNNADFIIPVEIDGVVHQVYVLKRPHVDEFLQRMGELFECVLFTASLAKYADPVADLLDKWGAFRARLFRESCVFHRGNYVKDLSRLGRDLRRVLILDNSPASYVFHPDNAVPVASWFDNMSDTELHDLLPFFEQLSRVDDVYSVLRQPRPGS
#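 Times: enzyme reaction 45 min at room temperature, colour 5 min, stabilisation 30 min. Material: SCP-1 catalytic fragment, aa 76-261. Medium: Acidic Tris acetate buffer with magnesium and detergent. Signal: colorimetric free-phosphate detection, absorbance 630 nm. Read-out basis: % inhibition of SCP-1 phosphate liberation. Reagent: Phosphorylated 17-residue peptide substrate.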
# DNMT1 inh – inhibitors of human DNMT1; P26358; 360,000 compounds, 0.83% hits; DNMT1 molecular beacon, Hinp1I cleavage, fluorescence; inhibition (reported as % activation of signal), % at 10 µM; in the data active means inhibition above about 50%
# SUMO1 PPI mod – modulators of human SUMO1-mediated protein-protein interactions. SUMO1 binding to a labelled peptide, TR-FRET, 1 h. inhibition, % at 20 µM. 360,000 compounds, 0.33% hits; in the data active means inhibition above about 37%
# Target sequence (P63165 whole entry, looked up): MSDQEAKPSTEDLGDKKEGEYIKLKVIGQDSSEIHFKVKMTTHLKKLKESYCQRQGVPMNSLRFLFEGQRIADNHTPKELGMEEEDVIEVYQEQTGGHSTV
# CendR NRP1 mod – alters CendR peptide binding to human NRP-1. O14786. FAM-RPARPAR peptide binding to NRP-1, fluorescence polarization. inhibition, % at 25 µM. 360,000 compounds, 0.85% hits;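 active means inhibition or corrected inhibition above about 18%, plus a signal ratio from 0.5 to 1.5, limit read from the data, passing the limit was not always enough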; further: strong numbers were not always called active
# STEP block – inhibitors of human striatal-enriched phosphatase STEP. inhibition, % at 20 µM. 360,000 compounds, 0.25% hits. recombinant STEP, OMFP fluorogenic substrate, fluorescence. P54829;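 active means inhibition at 20 µM, scaled per plate between control wells, above about 37%, limit read from the data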;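 further: 0% = DMSO with enzyme and substrate and 100% = substrate only without enzyme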
#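 Test system: STEP tyrosine phosphatase / Reagent: OMFP at 25 µM / Doses: 20 µM, 1% DMSO / Read-out: percent inhibition scaled to no-enzyme and uninhibited-enzyme controls, plate-pattern corrected / Detection: FITC-channel fluorescence of OMFP product / Medium: Bis-Tris buffer pH 6.0, 2.5 mM DTT, 0.005% Tween 20 / Schedule: 20 min at room temperature, dark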
# Starred values were filed as active, the others as inactive; i = inactive; . = not tested or not shown.
# Order of results – SUMO1 PPI mod	NadD inh	DNMT1 inh	Neddyl block	CendR NRP1 mod	LMPTP inh	STEP block	Tb MetRS inh	Scp-1 inhibitor	SKN-1 inh
> O=C(NNC(=O)c1ccncc1)c1ccncc1
  3	3	5	i	-4	-0.9	-2	-0.1	-2	-12
> Cc1ccc(OCCNC(=O)c2ccco2)cc1C
  -1	-3	3	i	16	-2.9	2	-0.7	-10	-4
> COC(=O)Nc1csc2c1NC(=O)CCCC2
  -4	-10	2	i	2	-1.5	0	-0.8	4	2
> Cn1nc(C(=O)NCc2ccc(Cl)cc2)c2c1-c1ccccc1S(=O)(=O)C2
  0	-3	-3	i	-3	0.7	-1	-0.3	-9	8
> Cc1ccc(NC(=O)CC(C(=O)O)c2ccccc2)cc1 (stereo unspecified)
  -2	-2	4	i	8	-0.6	1	-0.8	2	8
> O=C(N=NC(=O)c1ccc2c(O)n(CC3CCCO3)c(O)c2c1)c1cccnc1 (stereo unspecified)
  -33	7	0	i	3	-2.0	-3	0.5	-11	3
> CCN1CCN(C2=C(NS(=O)(=O)c3ccc(C)cc3)C(=O)c3ccccc3C2=O)CC1
  -33	2	-10	i	17	0.7	0	0.2	0	7
> CCCCNC(=O)c1ccc(CS(=O)(=O)c2cccc(C(F)(F)F)c2)o1
  3	3	0	i	4	-0.4	-1	-1.0	0	-11
> CCS(=O)(=O)N1Cc2ccccc2CC1C(=O)OCC(=O)Nc1ccc(SC(F)F)cc1 (stereo unspecified)
  3	-3	-7	i	-15	3.0	-6	-0.4	-7	11
> O=C(Nc1ccccc1)N1CCC(C(=O)N2CCN(Cc3ccccc3)CC2)CC1
  6	-1	-4	i	5	-1.4	-4	-0.5	-5	-3
> COc1cc(OC)c(OC)cc1/C=N/NC(=O)c1cnccn1
  -13	-1	-1	i	-26	0.0	2	0.0	-6	7
> O=C(NC(=S)Nc1ccc(Cl)cc1)c1cncc(Br)c1
  0	-6	2	i	2	0.1	-2	-0.4	-13	-8
> CC(C)(C(=O)N1CCC1(C)C(=O)Nc1ccccc1Br)c1ccccc1 (stereo unspecified)
  2	1	1	i	4	0.2	0	0.3	.	2
> COc1ccc(C2=NN(CCC(=O)NCC3CCCO3)C(=O)CC2)cc1 (stereo unspecified)
  0	0	1	i	8	-0.2	-1	0.1	-6	2
> CCC(C)NC(=O)C1CC(c2cccc(OC)c2)=NO1 (stereo unspecified)
  -3	-4	2	i	15	-1.0	-2	0.3	-2	1
> CCCC(=O)Nc1ccc(C(=O)COC(=O)C2CC2C)cc1 (stereo unspecified)
  -1	-7	2	i	-8	-1.0	0	-0.7	-8	0
> CCOc1ccc(S(=O)(=O)Nc2ccc(F)cc2)c(C)c1C
  2	-5	-2	i	-14	4.0	-4	-0.6	-6	4
> CC(C(=O)Nc1ccccc1-c1ccccc1)N1CCN(S(=O)(=O)c2ccccc2)CC1 (stereo unspecified)
  -1	-3	2	i	-11	2.7	0	-0.8	1	15
> Cc1ccc([N+](=O)[O-])cc1NC(=O)c1c(-c2ccccc2)noc1C
  -11	-4	-2	i	-7	-0.2	1	-0.5	-2	8
> CC(=O)c1cccc(-c2cnc3c(NC=O)cc(-c4ccc(F)cc4)cn23)c1
  9	12	-18	i	-30	3.2	2	-0.1	.	11
> CCC(C)C(=O)Nc1cc(C(=O)OC)ccc1C(=O)OC (stereo unspecified)
  1	-5	-5	i	-1	-1.0	-4	-0.2	2	2
> CCc1nc2ccc(F)cc2c(C(=O)NC2CCCCC2C)c1C (stereo unspecified)
  1	1	-4	i	3	-1.4	-2	-0.9	-5	-1
> Cc1ccc(N2C(=O)CC(NNc3nc4ccccc4s3)C2=O)cc1 (stereo unspecified)
  3	-6	-2	i	0	0.3	-3	0.6	-8	5
> CN(C)/C=C/C(=O)c1ccc(N2CCN(c3ncc(C(F)(F)F)cc3Cl)CC2)cc1
  -6	1	-1	i	-1	40	-5	-0.1	3	7
> COc1ccc(CNc2nccs2)cc1
  2	-4	0	i	0	-2.4	-2	-0.3	6	0
> CCC(C)NC(=O)c1ccccc1C(=O)NC(C)CC (stereo unspecified)
  -2	5	-1	i	1	-0.5	-3	-0.9	-8	-14
> COC(=O)c1cccc(NS(=O)(=O)c2ccc(OC)c(C(=O)N3CCOCC3)c2)c1C
  3	7	1	i	3	-1.6	-2	-0.2	-1	-6
> COc1ccc(CCNC(=O)Cc2ccc(Cl)cc2)cc1OC
  7	-4	5	i	0	-1.3	3	-0.3	-4	3
> CCC(C)NS(=O)(=O)c1ccc(NS(=O)(=O)c2ccccc2[N+](=O)[O-])cc1 (stereo unspecified)
  4	3	0	i	2	-0.4	1	0.8	-8	4
> O=C(NNS(=O)(=O)c1ccc(Br)cc1)c1cccs1
  -4	-3	-3	i	0	0.3	1	0.5	-5	5
> Cc1ccccc1COC(=O)c1cc([N+](=O)[O-])ccc1N1CCOCC1
  -27	-13	3	i	7	0.5	2	-0.4	-5	-10
> CCOc1ccc(OCC(=O)Nc2cc3c(cc2C(=O)O)OCCCO3)cc1
  6	-9	3	i	-12	-1.1	0	0.1	-10	18
> c1ccc(COc2ccc(-c3csnn3)cc2)cc1
  1	-5	5	i	-14	1.3	3	-1.1	-8	10
> O=C(NCC(c1ccco1)N1CCCC1)c1ccc(Cl)cc1 (stereo unspecified)
  -4	10	1	i	-2	3.2	4	-0.1	-7	5
> COC(=O)c1cc(C(=O)NNC(=O)c2ccc3c(c2)OCO3)cc([N+](=O)[O-])c1
  -28	-4	-1	i	7	1.0	-1	-0.4	7	-12
> C/C(=N/NC(=O)c1ccc(C(C)(C)C)cc1)c1cccnc1
  -4	-3	3	i	7	-2.3	0	-0.2	-8	-1
> COc1ccc(-c2cc(N)n(S(=O)(=O)Cc3ccccc3)n2)c(OC)c1
  -2	3	4	i	1	0.6	1	-0.5	-7	5
> O=C(CNC(=O)C1COc2ccccc2O1)N/N=C\c1ccc(Cl)cc1 (stereo unspecified)
  -8	7	-1	i	12	0.0	0	0.3	-11	-1
> O=C(Nc1ccc(Cl)c(S(=O)(=O)N2CCCCC2)c1)c1cccnc1
  7	3	1	i	-2	-0.9	-1	-0.8	12	-8
> COc1ccc(OC)c(S(=O)(=O)N2CCCCC2C(=O)O)c1 (stereo unspecified)
  -2	0	-5	i	6	-0.7	-3	-0.1	-3	0
> CCCCc1ccc(CC(=O)O)cc1
  -2	7	3	i	-3	-1.4	0	-0.6	-2	10
> COc1ccc(-c2nnc(N3CCCCC3)c3ccccc23)cc1
  -8	4	1	i	13	0.0	0	-0.6	-4	-4
> CC1CCCCN1CCCNC(=O)Cn1c(=O)c2cccn2c2ccccc21 (stereo unspecified)
  -1	-5	-1	i	8	-0.1	1	-0.2	-3	13
> Cc1onc(-c2ccccc2)c1C(=O)NC(C)C
  0	-1	1	i	8	-1.3	0	0.1	-9	-3
> CC(=O)c1c(N2CCN(c3ccc(F)cc3)CC2)nc(=S)n(Cc2ccccc2)c1C
  -1	22	17	i	-37	24	-1	-1.2	10	6
> Cc1cccc(OCc2nnc(SCC(=O)NCC3CCCO3)n2C)c1 (stereo unspecified)
  0	-6	0	i	1	-0.6	-4	-0.3	-9	1
> CSC1=NCCN1C(=O)C(C)(C)Oc1ccc(Cl)cc1
  -2	10	-7	i	2	0.2	1	-0.5	0	-4
> Cc1csc(=O)n1CCC(=O)OCC(=O)NCc1ccccc1
  4	0	4	i	1	0.0	-2	0.0	.	6
> O=C(NCc1ccccn1)C(=O)NCC1OCCN1S(=O)(=O)c1ccc(Br)cc1 (stereo unspecified)
  3	-7	0	i	4	2.0	0	-0.2	-2	-4
> Cc1ccc(CNC(=O)C2CCCC2)cc1
  4	-9	1	i	-7	-1.8	1	-0.5	-10	-13
> CC(=O)C1=NN(c2ccccc2)C(c2ccc3c(c2)OCO3)N1c1ccc(N2CCOCC2)cc1 (stereo unspecified)
  -7	6	-10	i	-11	19	5	0.4	1	9
> CC(C)NC(=O)C1(C)CCN1Cc1ccc(C(F)(F)F)cc1 (stereo unspecified)
  1	-2	4	i	4	-1.6	1	-0.2	.	3
> COn1cnnc1-c1ccccc1
  -2	2	1	i	-10	1.1	-5	0.5	13	-16
> O=C(c1ccccc1)c1nn(-c2ccccc2)c(=O)cc1C(F)(F)F
  13	-2	4	i	-1	0.5	-3	-0.9	-7	13
> COc1ccc(C(=O)NCc2nc(C)c(C)s2)cc1OC1CCN(C(C)C)CC1
  6	-2	0	i	13	-0.1	2	-0.2	-11	16
> CCOc1ccc(NC(=S)NC(=O)c2cncc(Br)c2)cc1
  8	4	-1	i	0	0.0	2	-0.6	-4	-4
> O=C(CSc1ncnc2sccc12)Nc1ccccc1F
  3	-3	-8	i	-18	-0.4	0	-0.6	-3	2
> CSCC(=O)N1CCC(CCC(=O)NC2CC2)CC1
  -1	5	3	i	13	-1.2	0	-0.2	-2	6
> CCN(CC)C(=O)c1sc(NC(=O)c2cccc([N+](=O)[O-])c2)c(C#N)c1C
  -7	0	-4	i	-2	-1.9	5	0.1	-5	-3
> O=C(NCCc1ccccn1)c1ccc(OC2CCN(CCc3ccccc3)CC2)cc1
  -1	1	0	i	4	2.1	0	-0.4	-4	-3
> Cc1ccc(N(Cc2cc(=O)[nH]c3ccccc23)C(=O)c2ccco2)cc1
  -1	6	5	i	0	0.8	-2	-0.4	-4	1
> CC(C)c1nnc(NC(=O)CSc2nc3ccccc3s2)s1
  0	0	0	i	-1	0.0	2	-0.1	-13	11
> O=C(NCc1cccs1)Nc1cc(Cl)ccc1Cl
  2	-11	-3	i	6	0.7	-2	-0.1	-1	12

# Entries of single compounds from above. Values in the order: SUMO1 PPI mod	NadD inh	DNMT1 inh	Neddyl block	CendR NRP1 mod	LMPTP inh	STEP block	Tb MetRS inh	Scp-1 inhibitor	SKN-1 inh
# CC1CCCCN1CCCNC(=O)Cn1c(=O)c2cccn2c2ccccc21 (stereo unspecified) as listed: -1	-5	-1	i	8	-0.1	1	-0.2	-3	13
# COc1ccc(-c2cc(N)n(S(=O)(=O)Cc3ccccc3)n2)c(OC)c1 as listed: -2	3	4	i	1	0.6	1	-0.5	-7	5
# Cc1csc(=O)n1CCC(=O)OCC(=O)NCc1ccccc1 as listed: 4	0	4	i	1	0.0	-2	0.0	.	6
